Screening data: PubChem BioAssay, several laboratories
CHRM4 antagonist = human M4 muscarinic receptor antagonists, primary screen, CHO cells, Fluo-8 calcium fluorescence | Muscarinic acetylcholine receptor M4 (Homo sapiens), P08173 | CHO-hM4 cells, ACh EC80 | inhibition, % at 3 µM | 360,000 tested, 0.73% active;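 active = inhibition above its plate's cutoff, the mean inhibition of sample wells plus 3 SD, cut at about 27% in these data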;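 note: 0% = acetylcholine EC80 with DMSO and 100% = DMSO without agonist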
Target sequence (P08173 whole entry, looked up): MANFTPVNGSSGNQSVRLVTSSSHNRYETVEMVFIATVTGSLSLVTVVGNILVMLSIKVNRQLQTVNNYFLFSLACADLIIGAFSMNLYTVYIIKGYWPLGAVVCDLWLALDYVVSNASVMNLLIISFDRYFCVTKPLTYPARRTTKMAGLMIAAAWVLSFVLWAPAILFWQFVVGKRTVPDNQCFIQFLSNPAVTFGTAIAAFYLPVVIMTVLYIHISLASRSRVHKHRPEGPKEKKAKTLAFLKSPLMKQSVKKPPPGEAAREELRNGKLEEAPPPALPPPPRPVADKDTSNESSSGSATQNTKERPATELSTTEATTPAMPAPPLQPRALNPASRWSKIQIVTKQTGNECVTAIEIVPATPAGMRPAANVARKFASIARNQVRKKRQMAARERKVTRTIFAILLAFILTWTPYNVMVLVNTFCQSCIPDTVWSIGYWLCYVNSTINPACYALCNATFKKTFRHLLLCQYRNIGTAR
CRFR2-BP antag = antagonists of CRF-BP/CRF-R2 complex, primary screen, cell-based, HEK293, calcium dye fluorescence, uHTS. CRF-induced calcium fluorescence. inhibition, % at 11.8 µM. 350,000 tested, 0.59% active. AID 588475, 2011;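 active = inhibition of the ligand-induced calcium signal above about 50% at the single tested concentration, limit read from the data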
IDE cell inh = human IDE inhibitors in live cells, primary screen, fluorescence polarization, HEK cells, FAbetaB substrate; 320,000 tested, 0.41% active; inhibition, % at 5.59 µM; FAbetaB cleavage; Insulin-degrading enzyme (Homo sapiens), P14735;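 active = percent inhibition above the average of all tested compounds plus 3 SD, set per screening campaign, cut at about 16% in these data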;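 note: IDE supplied by intact live HEK cells; FP after avidin binding of uncleaved biotin substrate so inhibition keeps polarization high; 0% = DMSO wells and 100% = 60 µM reference IDE inhibitor Ii1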
M4 ag = human M4 muscarinic receptor agonists, primary screen, CHO-K1 cells, Fluo-8 calcium fluorescence; Muscarinic acetylcholine receptor M4 (Homo sapiens), P08173; CHO-K1 hM4/Gqi5; vehicle 0%, full acetylcholine response 100%; activation, % at 3 µM; 360,000 tested, 0.14% active; AID 624127, 2012;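 active = activation above the run mean over all test wells plus 3 SD, cut at about 32% in these data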;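 note: peak over basal fluorescence ratio per well then scaled between controls; 0% = DMSO wells and 100% = acetylcholine at EC100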
M4 PAM = human M4 muscarinic receptor positive allosteric modulators, primary screen, CHO-K1 cells, Fluo-8 calcium fluorescence; CHO-K1 hM4/Gqi5, ACh EC20; 0% = ACh EC20, 100% = maximal ACh; Muscarinic acetylcholine receptor M4 (Homo sapiens), P08173; 360,000 tested, 0.4% active; activation, % at 3 µM;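 active = activation above its plate's cutoff, the mean activation of sample wells plus 3 SD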; note: some results filed as inactive read as strong as hits
CHRM5 PAM = human M5 muscarinic receptor positive allosteric modulators, primary screen, CHO-K1 cells, Fluo-8 calcium fluorescence | Muscarinic acetylcholine receptor M5 (Homo sapiens), P08912 | CHO-K1 hM5, ACh EC20 PAM; 0% = ACh EC20, 100% = ACh EC100 | activation, % at 3 µM | 360,000 tested, 0.3% active;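 active = activation above the run cutoff, the mean activation of all test compounds plus 3 SD, cut at about 18% in these data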
Target sequence (P08912 whole entry, looked up): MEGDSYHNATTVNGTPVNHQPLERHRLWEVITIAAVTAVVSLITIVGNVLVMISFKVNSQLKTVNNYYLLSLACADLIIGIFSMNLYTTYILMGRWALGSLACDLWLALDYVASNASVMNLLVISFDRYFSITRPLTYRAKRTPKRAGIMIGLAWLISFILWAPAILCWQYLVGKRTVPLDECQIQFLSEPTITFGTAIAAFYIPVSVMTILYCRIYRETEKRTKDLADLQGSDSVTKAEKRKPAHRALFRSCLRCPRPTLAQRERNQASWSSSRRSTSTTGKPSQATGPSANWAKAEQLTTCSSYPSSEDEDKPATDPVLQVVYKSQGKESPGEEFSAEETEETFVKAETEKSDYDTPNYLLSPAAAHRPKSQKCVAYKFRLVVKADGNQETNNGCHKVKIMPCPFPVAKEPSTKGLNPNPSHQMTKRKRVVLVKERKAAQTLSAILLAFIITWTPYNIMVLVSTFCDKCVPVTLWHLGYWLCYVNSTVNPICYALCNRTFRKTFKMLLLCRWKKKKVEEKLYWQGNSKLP
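Replicates: One well per compound, no replicates | System: Human M5 receptor in CHO-K1 cells | Benchmarks: Low control EC20 acetylcholine (0%), high control EC100 acetylcholine (100%) | Probe or stimulus: Acetylcholine, EC20 level | Times: Fluo-8 loading 80 min at 37 °C plus 30 min room temperature | Signal: Intracellular calcium via Fluo-8 fluorescence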
CRFBP-R2 agonist = agonists of CRF-BP/CRF-R2 complex, primary screen, cell-based, HEK293, calcium dye fluorescence, uHTS. AID 588473, 2011. CRF-binding protein / CRF receptor 2 complex (human). 350,000 tested, 0.46% active. calcium dye fluorescence (FLIPR); percent of saturating CRF peptide response. activation, % at 13.2 µM;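 active = activation of at least 50%, plus an integration ratio under a set limit after plate pattern correction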;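 note: plate controls were neutral control wells without compound for no effect and CRF at EC100 for full effect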
CHRM5 antagonist = human M5 muscarinic receptor antagonists, primary screen, CHO cells, Fluo-8 calcium fluorescence; Muscarinic acetylcholine receptor M5 (Homo sapiens), P08912; CHO-hM5 cells, ACh EC80; inhibition, % at 3 µM; 360,000 tested, 0.59% active;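 active = inhibition above a per-plate cutoff, the mean of that plate's test compounds plus 3 SD, cut at about 27% in these data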;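 note: 0% = acetylcholine EC80 with DMSO and 100% = DMSO without agonist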
M5 ag = human M5 muscarinic receptor agonists, primary screen, CHO-K1 cells, Fluo-8 calcium fluorescence; CHO-K1 hM5 cells; 0% DMSO wells, 100% maximal acetylcholine response; activation, % at 3 µM; 360,000 tested, 0.19% active;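 active = activation above the run's mean over test compounds plus 3 SD, cut at about 23% in these data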;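 note: signal is peak over basal fluorescence ratio across the kinetic read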
* = called active by the depositor; . = no result given.

SMILES | CHRM4 antagonist | CRFR2-BP antag | IDE cell inh | M4 ag | M4 PAM | CHRM5 PAM | CRFBP-R2 agonist | CHRM5 antagonist | M5 ag
O=C(COc1ccc([N+](=O)[O-])cc1)Nc1ccc2c(c1)CCC2 | -21.6 | 10.6 | -1.9 | 8.6 | 1.7 | -4.8 | -0.8 | 1.1 | -2.4
CCC(OC(=O)C1=Cc2ccccc2OC1)C(=O)NCc1ccco1 (configuration not stated) | -10.2 | 14.3 | -2.1 | 4.4 | 1.2 | 3.8 | -2.4 | -1.1 | 0.3
CC1(c2ccc(Cl)cc2Cl)NC(=O)N(CC(=O)NCCC2=CCCCC2)C1=O (configuration not stated) | -9.0 | -35.2 | . | 4.1 | 4.5 | 4.5 | 0.0 | 14.1 | 3.6
CC(C)(C)C1CCC(=NNc2nc3ccccc3[nH]2)CC1 (configuration not stated) | 1.8 | -31.1 | -1.5 | 1.1 | 1.9 | -2.5 | -3.2 | -3.8 | -0.9
C[C@@]12C(=O)N(c3cccc(Br)c3)C(=O)N1[C@H](c1ccc(Cl)cc1)[C@@H]1C(=O)N(C3CCCCC3)C(=O)[C@@H]12 | -4.8 | -22.4 | 4.3 | 7.1 | 5.4 | 4.1 | 6.7 | 14.5 | 2.8
CC(C)c1ccc(NC2CCCN(C(=O)c3cnsn3)C2)cc1 (configuration not stated) | -3.1 | 2.9 | 2.9 | 2.1 | 5.0 | 3.6 | -0.2 | 4.2 | -4.2
N#CC(c1ccc(O)cc1)N1CCCCC1 (configuration not stated) | -11.9 | -7.0 | 5.1 | 0.1 | 12.3 | -0.1 | -1.2 | -4.3 | -0.4
COc1ccccc1/C=C/CN1CCCCC1 | 6.1 | -19.0 | 7.0 | 0.9 | -3.2 | 2.1 | -3.7 | 0.9 | -17.5
Cc1ccc(-c2nc3ncccc3o2)cc1NC(=O)c1ccc2c(c1)OCO2 | 6.9 | 5.2 | . | 5.0 | -3.0 | -7.1 | -1.3 | 13.2 | 3.3
CC1(C)CC(=O)C(C=Nc2ccncc2)=C(O)C1 | -3.6 | -5.5 | -0.6 | 0.2 | 0.7 | 5.8 | 0.1 | -2.4 | 1.8
CCOc1ccc(NC(=S)Nc2cc(OC)c(Cl)cc2OC)cc1 | -24.9 | 6.4 | 8.2 | -1.0 | 1.9 | -7.9 | -2.0 | -5.5 | -6.5
Cc1ccc(CN(CC(=O)NC2CCCCC2)C(=O)c2csnn2)cc1 | 5.5 | 6.2 | 4.2 | 2.9 | 3.0 | -3.3 | -1.8 | 9.4 | -4.4
Cn1c(SCC(=O)N/N=C/c2ccccn2)nnc1-c1ccccc1 | -5.1 | -7.1 | 0.2 | 2.8 | -9.8 | -6.9 | -1.2 | 5.0 | 4.0
COc1cc(N)cc(NC(=O)c2ccncc2)c1 | -0.6 | 5.7 | -2.6 | 0.7 | 11.0 | -9.5 | -0.1 | 1.9 | -3.4
O=C1CCCC2=C1C(c1ccsc1)CC(=O)N2c1ccccc1 (configuration not stated) | -7.0 | -11.1 | 0.7 | -1.0 | 10.0 | 3.1 | -0.8 | 7.6 | -0.8
Cc1cc(N/N=C/c2cccc(Br)c2)nc2ccccc12 | 2.5 | -15.9 | -1.2 | -0.2 | -0.4 | 2.6 | 0.9 | 16.9 | -1.0
C/C(=N/NC(=O)C1COc2ccccc2O1)c1ccc(Br)s1 (configuration not stated) | -1.0 | -6.6 | 0.7 | 1.6 | -0.1 | -2.1 | 0.5 | 8.2 | 0.1
Cc1cc(=O)oc2cc(OCC(=O)OCC(=O)Nc3ccccc3F)ccc12 | -0.8 | 6.3 | 3.8 | 13.4 | -10.2 | -17.4 | 5.7 | 9.5 | 5.2
COc1cccc(NC(=O)NC2(C(=O)N3CCN(C)CC3)CCCCC2)c1 | -5.4 | 2.8 | 3.2 | 0.3 | 1.1 | -2.5 | 1.2 | 14.9 | -3.5
Cc1ccnc(NC(=O)CCNS(=O)(=O)c2ccc(C)c(C)c2)c1 | 2.1 | 1.5 | 1.3 | 4.5 | -1.3 | -4.3 | -1.9 | -6.3 | 1.2
CCOc1ccc(CN2CCNC(=O)C2CC(=O)OC)cc1 (configuration not stated) | -14.6 | 20.4 | 3.2 | 0.5 | 0.1 | 3.5 | -1.1 | -10.2 | -1.5
CCSc1nnc(-c2sc3nnc(-c4ccccc4)c(-c4ccccc4)c3c2N)o1 | -5.8 | -38.3 | 21.2* | 4.3 | 3.0 | 1.8 | 116.2* | 2.4 | 2.2
COc1ccc(C(=O)C2CCCN(C(=O)c3ccnn3C)C2)c(C)c1 (configuration not stated) | 5.0 | 9.2 | -1.9 | 1.5 | 3.9 | -4.5 | -0.3 | 10.3 | -2.2
CCN(CC)S(=O)(=O)c1ccc2c(c1)N(CC(=O)NCCc1ccc(S(N)(=O)=O)cc1)C(=O)CO2 | 5.0 | -10.2 | 5.0 | 0.8 | 8.8 | 5.3 | 1.0 | -1.4 | -0.8
N#Cc1cc2c(nc1SCC(=O)NCc1ccc3c(c1)OCO3)CCCCC2 | 11.9 | 11.6 | -1.8 | -0.5 | -3.1 | -2.2 | 1.4 | 6.6 | -0.8
CCOc1ccc(Cc2nnc(N)s2)cc1OCC | 11.8 | 5.2 | -4.0 | 1.0 | -0.2 | 2.5 | -0.8 | 0.6 | 0.7
CC(=O)N1CCc2cc(S(=O)(=O)NC(C(=O)NC(C)c3ccccc3)C(C)C)ccc21 (configuration not stated) | 1.8 | -8.4 | -3.7 | -0.4 | 3.7 | 5.2 | 1.8 | 0.2 | -3.8
O=C(OCc1c(Cl)cccc1Cl)c1ccccn1 | 5.2 | -16.8 | 3.7 | -0.6 | 0.0 | 3.4 | -1.3 | -4.1 | -3.4
CCOc1ccc(NC(=O)CC(Cc2ccc(Cl)cc2)C(=O)O)cc1 (configuration not stated) | 7.5 | 17.7 | -1.1 | 0.3 | -6.1 | 0.6 | -0.3 | 2.8 | 0.4
c1ccc2c(-c3csc(-c4ccncc4)n3)c[nH]c2c1 | -2.6 | -4.9 | -0.6 | 4.7 | -2.5 | -1.4 | 0.9 | 5.9 | -1.3

Whole records, quoted from the list. Values in the order: CHRM4 antagonist, CRFR2-BP antag, IDE cell inh, M4 ag, M4 PAM, CHRM5 PAM, CRFBP-R2 agonist, CHRM5 antagonist, M5 ag
`CCOc1ccc(NC(=O)CC(Cc2ccc(Cl)cc2)C(=O)O)cc1` (configuration not stated) is listed with 7.5, 17.7, -1.1, 0.3, -6.1, 0.6, -0.3, 2.8, 0.4
`CCSc1nnc(-c2sc3nnc(-c4ccccc4)c(-c4ccccc4)c3c2N)o1` is listed with -5.8, -38.3, 21.2*, 4.3, 3.0, 1.8, 116.2*, 2.4, 2.2
`C/C(=N/NC(=O)C1COc2ccccc2O1)c1ccc(Br)s1` (configuration not stated) is listed with -1.0, -6.6, 0.7, 1.6, -0.1, -2.1, 0.5, 8.2, 0.1
`Cc1ccnc(NC(=O)CCNS(=O)(=O)c2ccc(C)c(C)c2)c1` is listed with 2.1, 1.5, 1.3, 4.5, -1.3, -4.3, -1.9, -6.3, 1.2
`COc1cccc(NC(=O)NC2(C(=O)N3CCN(C)CC3)CCCCC2)c1` is listed with -5.4, 2.8, 3.2, 0.3, 1.1, -2.5, 1.2, 14.9, -3.5

(next part)
SMILES | CHRM4 antagonist | CRFR2-BP antag | IDE cell inh | M4 ag | M4 PAM | CHRM5 PAM | CRFBP-R2 agonist | CHRM5 antagonist | M5 ag
FC(F)(F)c1ccccc1/C=N/Nc1ccccn1 | -11.8 | -36.8 | -4.9 | -3.1 | 3.1 | -3.9 | -1.0 | 3.5 | -5.4
COc1cccc(-c2c(C(=O)N/N=C(\C)c3cccs3)nnn2-c2nonc2N)c1 | -12.6 | -118.3 | 5.6 | 6.2 | 13.2 | 5.8 | 41.3 | -5.2 | 12.1
C[C@@H]1COc2cccc(N3CCC[C@H]3CO)c2S(=O)(=O)N1 | 3.4 | . | . | 1.3 | 3.9 | 1.0 | . | -2.6 | 0.5
CC(C(=O)Nc1ccc(N(C)C)cc1)N1C(=O)c2ccccc2S1(=O)=O (configuration not stated) | -5.2 | 6.9 | -1.2 | 1.2 | 1.9 | -0.1 | -1.8 | 4.9 | -1.6
O=C(CN1C(=O)C2C3C=CC(C3)C2C1=O)Nc1ccc(C(=O)O)cc1 (configuration not stated) | -9.8 | -11.2 | 0.2 | -0.3 | 2.8 | 1.5 | -0.4 | -0.6 | 0.3
O=S(=O)(c1ccc(Cl)cc1)N1CCN(c2ccc(N3CCOCC3)nn2)CC1 | 0.3 | -0.2 | -1.1 | 2.0 | 24.1 | 4.6 | 0.5 | -6.2 | -0.6
COc1ccc(CNC(=O)C(C)N2CCN(S(=O)(=O)c3ccccc3F)CC2)cc1 (configuration not stated) | -20.3 | 1.7 | -1.8 | 2.2 | 3.2 | 0.4 | -0.4 | -1.0 | 1.7
CC1(C(=O)NCc2ccccc2)CSCC(=O)N1CCc1c[nH]c2ccccc12 (configuration not stated) | -0.3 | . | . | 9.1 | -3.0 | -2.6 | . | 0.1 | 4.2
CS(=O)(=O)c1ccc2nc(NC(=O)Nc3cccc(Cl)c3)sc2c1 | 16.3 | -19.4 | -2.1 | 22.2 | -5.6 | -23.8 | 18.5 | 31.8* | 9.2
CCN1C(=O)[C@H]2[C@@H](c3ccc(OC)cc3)N3C(=O)CN(CCOC)C(=O)[C@@]3(Cc3ccccc3)[C@H]2C1=O | -0.8 | -3.7 | -1.5 | 1.0 | 4.3 | 10.7 | -0.6 | -4.9 | 2.6
Cc1cc(C)nc(SCC(=O)Nc2ccc(S(=O)(=O)Nc3onc(C)c3C)cc2)n1 | -18.4 | -4.2 | 2.0 | -0.1 | 4.6 | -6.5 | 2.2 | 9.6 | 0.2
CCOC(=O)c1c(C)[nH]c(C(=O)O)c1C | 3.9 | 11.0 | 0.8 | 0.5 | 6.4 | 3.0 | 1.4 | -4.2 | -0.7
COc1cc2c(cc1OC)CN(C(=O)CCCN1C(=O)c3ccccc3C1=O)CC2 | -9.5 | 6.3 | 0.7 | 1.4 | 9.1 | -5.7 | -2.5 | 0.9 | -2.0
C/C(=N\Nc1nc(N2CCCCCC2)nc(N2CCCCCC2)n1)c1ccccc1 | -2.2 | -4.6 | -4.4 | 0.1 | -1.0 | 1.2 | -1.9 | 5.1 | 1.1
COc1ccc(OC)c(/C=C/C(=O)OCC(=O)N2CCCCC2)c1 | 0.4 | -10.6 | 4.4 | 1.0 | -0.3 | -1.8 | -2.2 | 11.0 | -0.1
